Bioassay records: PubChem BioAssay, National Center for Advancing Translational Sciences (NCATS)
Rab9 promoter act – Rab9 promoter activation. Huh7 Rab9 promoter-luciferase reporter, luminescence, 24 h. AID 485297. 320,000 compounds, 2.8% hits. Potency, µM (series often up to 9.22 µM), inactives show at the top dose activation, negative = inhibition, most hits filed as activators; also: potency is read from the fitted curve at half-maximal effect; % of control where 0% means no effect; nearly all actives have a fitted effect of over 60% in size
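Luminescence read-out: Huh7 cells stably expressing Rab9-luciferase, treated 24 h with compound at 37 °C, then lysed with luciferase reagent for 10 min at ambient before reading.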
RORgamma inh – inhibitors of mouse ROR gamma transcriptional activity. 310,000 compounds, 5.4% hits. AID 2551. P51450. Drosophila S2 Gal4-RORgamma UAS-luciferase reporter, 20 h. Potency, µM (doses to about 53.6 µM), for the others: at the top dose activity change, negative = inhibition, actives largely listed as inhibitors; also: potency is read from the fitted curve at half-maximal effect; % is scaled to controls: 0 for no effect and ±100 for the full control effect; nearly all actives have a fitted effect of over 60% in size
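Using a luciferase readout, inhibitors were identified by reduced reporter activity in Drosophila cells coexpressing a copper-inducible Gal4–ROR gamma fusion and UAS-driven Photinus luciferase, incubated 20 hr after 700 uM copper sulfate.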
FLuc modulator – firefly luciferase modulation, counter-screen for miR-21 project; P08659; purified FLuc, Km substrates, luminescence inhibition; Potency, µM (highest dose often 57.5 µM), for the others: at the highest dose activity change, negative = inhibition, most hits filed as inhibitors; 360,000 compounds, 6.9% hits;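 also: potency is read from the fitted curve at half-maximal effect; plate controls were vehicle for no effect and reference inhibitor for full effect; nearly all actives have a fitted effect of over 55% in size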
Target sequence (P08659 whole entry, looked up): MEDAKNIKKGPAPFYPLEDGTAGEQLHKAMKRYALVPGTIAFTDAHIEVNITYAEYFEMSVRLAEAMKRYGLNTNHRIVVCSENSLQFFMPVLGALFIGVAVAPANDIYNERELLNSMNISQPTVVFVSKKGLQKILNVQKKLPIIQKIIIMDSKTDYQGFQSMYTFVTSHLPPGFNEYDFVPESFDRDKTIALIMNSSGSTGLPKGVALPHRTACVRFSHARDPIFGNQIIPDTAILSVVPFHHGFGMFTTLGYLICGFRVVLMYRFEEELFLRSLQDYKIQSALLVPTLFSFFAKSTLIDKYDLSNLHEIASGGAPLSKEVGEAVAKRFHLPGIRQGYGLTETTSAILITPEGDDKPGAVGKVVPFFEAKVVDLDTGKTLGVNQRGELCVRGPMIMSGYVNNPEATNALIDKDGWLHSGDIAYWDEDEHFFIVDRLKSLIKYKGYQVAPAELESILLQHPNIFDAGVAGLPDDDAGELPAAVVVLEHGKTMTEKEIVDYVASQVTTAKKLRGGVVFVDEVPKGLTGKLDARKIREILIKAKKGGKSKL
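Purified P. pyralis luciferase, 10 nM final, with Km-level 10 uM D-luciferin and 10 uM ATP in 50 mM Tris acetate pH 7.5, 10 mM Mg acetate, 0.01% Tween-20, 0.05% BSA; 6-point qHTS titration about 60 µM downward; luminescence read.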
ELG1 genotoxic – inducers of genotoxicity in HEK293T ELG1-luciferase cells | HEK293T ELG1-luciferase reporter, luminescence, 16 h | Potency, µM (series often up to 46 µM), without a hit: at the highest dose activity change, positive = activation, most hits filed as activators | 330,000 compounds, 1.3% hits | AID 504466; also: potency is read from the fitted curve at half-maximal effect; % of control where 0% means no effect; nearly all actives have a fitted effect of over 60% in size
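After overnight (16 hr) compound treatment at 37 °C, ELG1-luciferase HEK293T cells were lysed with ONE-Glo; luminescence quantified 30 min later at room temperature.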
NPC1 prom act – activators of NPC1 promoter. Huh7 NPC1 promoter luciferase reporter, 24 h. AID 485313. Potency, µM (titrated, usually from 9.22 µM), for inactives: at the top dose activation, actives largely listed as activators. 320,000 compounds, 2.4% hits;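 also: potency is read from the fitted curve at half-maximal effect; % of control where 0% means no effect; nearly all actives have a fitted effect of over 60% in size; reporter is driven by a mutant NPC1 promoter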
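Huh7 reporter cells (NPC1 promoter driving luciferase) are dosed with compound for 24 h at 37 °C, 5% CO2; luciferase detection reagent is then added and luminescence measured after 10 min at ambient temperature.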
BRCA1 expr act – BRCA1 expression activation | MCF7-BRCA1-FFLuc reporter, luminescence, 48 h; response scale: scaled: vehicle 0%, 10 µM genistein 100% | AID 624202 | Potency, µM (doses to about 46.1 µM), for the others: at the top dose activation, actives largely listed as activators | 380,000 compounds, 1.1% hits; also: potency is read from the fitted curve at half-maximal effect; nearly all actives have a fitted effect of over 80% in size; some results filed as inactive show a strong effect at the top dose
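Luminescence from a BRCA1-driven firefly luciferase in MCF7 cells was read after 48 h compound exposure at 37 C. Data normalized against DMSO and a 10microM genistein activation control, then curve-fitted across the titration.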
Gal4-VP16 FLuc – counter-screen for ROR gamma inhibitors: Gal4-VP16 reporter; Potency, µM (titrated, usually from 53.6 µM), for the others: at the highest dose activity, negative = inhibition, usual class: inhibitors; AID 2546; 310,000 compounds, 3.5% hits; Drosophila S2 Gal4-VP16 UAS-luciferase, luminescence, 20 h;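 also: Gal4-VP16 expression switched on by copper sulfate through the metallothionein promoter; potency is read from the fitted curve at half-maximal effect; % is scaled to controls: 0 for no effect and ±100 for the full control effect; nearly all actives have a fitted effect of over 50% in size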
Giardia kill – kills Giardia lamblia; Giardia lamblia trophozoite viability; activity change, % at 7.66 µM, hits read low; 340,000 compounds, 0.15% hits; AID 540267; in the data active = activity change below about -80%; inconclusive = between about -30% and that limit;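 also: parasites exposed to compound for two days anaerobically before the ATP read; % is scaled to controls: 0 for no effect and ±100 for the full control effect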
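Killing of trophozoites was scored by loss of ATP luminescence after a 48 hrs anaerobic exposure to compounds at 37 deg C, using 100 cells per well.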
p53 reactivation – mutant p53 re-activation in reporter cells; H1299 p53-A138V BP100-luciferase reporter, luminescence, 24 h; Potency, µM (highest dose often 92.2 µM), inactives show at the top dose activity change, positive = activation, most hits filed as activators; 320,000 compounds, 0.063% hits; AID 504706; also: potency is read from the fitted curve at half-maximal effect; % of control where 0% means no effect; nearly all actives have a fitted effect of over 45% in size
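p53-null H1299 cells stably carrying temperature-sensitive p53-A138V and a BP100-luciferase reporter were pinned with compounds (4-point, 1:5 series) and held 24 hrs at 37 deg C. Luminescence was read 10 min after detection reagent.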
Menin MLL FP TR – inhibitors of human menin-MLL interaction, mutant MLL peptide. Menin + Texas Red MLL mutant peptide, fluorescence polarization. Potency, µM (series often up to 61.6 µM), for the others: at the top dose FP activity change, negative = inhibition, usual class: inhibitors. AID 1768. 270,000 compounds, 0.23% hits; active = well fitted inhibition curve with a large enough effect in the polarisation, with a control signal flat, not every such curve was filed as active; inconclusive = small, poorly fitted or top-dose-only effect, or effect the other way, or a change in a side signal; inactive = no such curve, though single readings can be large or run the other way; the % refers to the polarisation; also: potency is read from the fitted curve at half-maximal effect; % of control where 0% means no effect; many of its hits are not listed in these tables
PKM2 act – activators of human pyruvate kinase M2; P14618; purified PKM2, Kinase-Glo ATP luminescence, activation; response scale: 0% is enzyme alone, no compound; Potency, µM (series often up to 57.5 µM), for inactives: at the top dose activation, most hits filed as activators; 260,000 compounds, 0.34% hits; AID 1631; also: potency is read from the fitted curve at half-maximal effect; % is scaled to controls: 0 for no effect and ±100 for the full control effect; nearly all actives have a fitted effect of over 55% in size
Target sequence (P14618 whole entry, looked up): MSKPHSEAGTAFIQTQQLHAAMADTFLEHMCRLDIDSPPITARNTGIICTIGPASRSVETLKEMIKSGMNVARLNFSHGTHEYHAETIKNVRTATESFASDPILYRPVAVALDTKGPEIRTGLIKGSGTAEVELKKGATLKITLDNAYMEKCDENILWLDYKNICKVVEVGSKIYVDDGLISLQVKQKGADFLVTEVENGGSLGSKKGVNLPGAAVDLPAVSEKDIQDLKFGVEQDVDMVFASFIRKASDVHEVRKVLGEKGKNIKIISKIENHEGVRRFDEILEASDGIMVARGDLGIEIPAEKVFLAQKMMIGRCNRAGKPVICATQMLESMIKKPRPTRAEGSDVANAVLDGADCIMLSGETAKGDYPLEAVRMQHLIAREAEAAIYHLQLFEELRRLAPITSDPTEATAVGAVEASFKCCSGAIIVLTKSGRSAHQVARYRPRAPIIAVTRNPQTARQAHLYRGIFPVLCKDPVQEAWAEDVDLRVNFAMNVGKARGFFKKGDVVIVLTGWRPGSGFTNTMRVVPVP
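Kinase-Glo luminescence reports ATP generated from ADP (0.1 mM) and PEP (0.5 mM) by purified hPK-M2 after 1 h at room temperature, pH 7.2 imidazole buffer; intermediate enzyme activity allows detecting inhibitors and activators.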
* marks the source's active call; other numbers are inactive results; ? = inconclusive; . = not tested or not shown; [ ] = remark or other dose. Unless noted, calls follow the shape of the dose curve; as a rule, active = well fitted curve in the direction sought with a large enough effect; inconclusive = small, poorly fitted or top-dose-only effect, or another doubt; inactive = no such curve, though single readings can be large; an effect the other way counts as inactive or inconclusive. A portion of the library (hit frequency here may not be typical).

SMILES	Rab9 promoter act	RORgamma inh	FLuc modulator	ELG1 genotoxic	NPC1 prom act	BRCA1 expr act	Gal4-VP16 FLuc	Giardia kill	p53 reactivation	Menin MLL FP TR	PKM2 act
COC(=O)CCNS(=O)(=O)c1ccc2ccccc2c1	-5%	7%	0%	-1%	-5%	-6%	0%	-3	-2%	0%	5%
COc1ccc2[nH]cc(CCNC(=O)C3CC(=O)N(c4ccc(Cl)cc4)C3)c2c1 (centres undefined)	-2%	15%	0%	-5%	-3%	-4%	9%	13	-1%	22%	0%
CCOC(=O)N1CCC(Nc2c(Nc3ccc(C)c(C)c3)c(=O)c2=O)CC1	24%	0%	?	1%	1%	-29%	-1%	9	4%	10%	-3%
CCc1ccccc1NC(=O)N[C@H](C(=O)O)C(C)CC (some centres undefined)	0%	-3%	1%	2%	-6%	-17%	-7%	23	-3%	0%	0%
O=C(/C=C/c1ccc(S(=O)(=O)N2CCOCC2)cc1)NC(=S)NCCCn1ccnc1	-7%	5%	-2%	-12%	-10%	-31%	-7%	-9	-2%	3%	-2%
O=c1ccccn1Cc1c(F)cccc1Cl	-4%	-11%	1%	-1%	-1%	-6%	2%	-5	0%	-9%	-1%
O=C(NC(=S)NCCc1ccccc1)C1CCCCC1	-2%	2.8µM*	?	6%	-1%	33%	4µM*	-19	?	-13%	2%
Cc1ccnc(N2C(=O)CSC2c2ccc(Cl)cc2)c1 (centres undefined)	-2%	19%	-3%	2%	0%	0%	8%	20	0%	-12%	0%
NC(=O)CSc1ccc(S(=O)(=O)N2CCCCC2)cn1	4%	.	-1%	1%	0%	-5%	.	-3	?	.	.
COc1cc(/C=C2/C(=O)N=C(N)N2C)cc(OC)c1OC	10%	26%	8%	6%	0%	5%	0%	20	2%	-10%	10%
O=C(CN(C(=O)c1csnn1)c1cccc(F)c1)NCc1ccc2c(c1)OCO2	-9%	9%	5%	-3%	1%	0%	5%	-9	-3%	-12%	3%
COCCn1c(=S)[nH]c2cc(C(=O)NCCCN3CCOCC3)ccc2c1=O	3%	-10%	-1%	0%	-1%	-4%	1%	8	2%	-7%	-10%
CCOC(=O)c1sc(=NC(=O)C2CC2)n(C)c1C	3%	10%	3%	7%	-1%	-1%	-17%	2	11%	?	1%
C=CCN=C(CC)C1=C(O)CCCC1=O	3%	1%	-2%	2%	10%	35%	0%	-3	-4%	-8%	-2%
O=C1CCN(Cc2ccc([N+](=O)[O-])cc2)CCN1CCO	0%	23%	0%	-1%	-3%	8%	-1%	-22	22%	9%	-1%
COc1cccc(N2CCN(Cc3nc4ccccc4c(=O)[nH]3)CC2)c1	-6%	-22%	2%	3%	22%	9%	12%	-4	2%	-2%	1%
COc1ccc(CN(C(=O)c2cc3ccccc3oc2=O)C2CCS(=O)(=O)C2)cc1OC (centres undefined)	?	-1%	19µM*	?	4µM*	?	-11%	-8	?	.	.
O=[N+]([O-])c1ccccc1N/N=C/c1cc2ccccc2nc1Cl	?	2%	?	?	?	42%	-2%	8	23%	-9%	-4%
CC(=O)c1ccc2noc(-c3ccccc3)c2c1	0%	?	?	3%	-4%	0%	-10%	-27	3%	?	-4%
Cc1ccc2occ(/C=N/NC(=O)c3ccccc3O)c(=O)c2c1	-13%	-23%	4%	-8%	3%	8%	0%	-14	21%	21%	-6%
Cc1ccc(-c2nnc(NCc3nc4ccccc4[nH]3)c3ccccc23)cc1S(=O)(=O)N1CCOCC1	-8%	7%	1%	-6%	-3%	-76%	-4%	9	-10%	0%	28%
COCCn1cnc2cc(C)c(C)cc21	0%	?	3%	1%	5%	-1%	13%	0	-4%	?	-3%
O=C(N[C@@H](Cc1ccccc1)C(=O)O)c1c(F)c(F)c(F)c(F)c1F	14%	-16%	-1%	0%	-2%	0%	-9%	14	-1%	4%	8%
COC(=O)c1cc(OC)c(OC)cc1NC(=S)N1CCOCC1	0%	-19%	0%	-2%	-5%	-9%	2%	0	3%	7%	.
CCOC(=O)C1=C(C)N(C)C(C)=C(C(=O)OCC)C1c1ccsc1	0%	-15%	-9%	-5%	-13%	0%	24%	-14	-2%	-15%	5%
Fc1cccc(CSc2ccc3nnc(-c4cccnc4)n3n2)c1	-31%[inhibitor]	-18%	7%	6%	-3%	-30%	-7%	15	-2%	-11%	24%
Cc1ccc(C(=O)c2ccccc2C(=O)OCC(=O)NC(=O)NC(C)(C)C)cc1	-5%	10%	0%	-10%	-2%	1%	0%	-7	-3%	?	7%
Fc1ccc(CNc2nc(-c3ccco3)cc(C(F)(F)F)n2)cc1	-6%	13%	-1%	0%	-6%	-36%	-8%	-6	-5%	15%	2%
CCOC(=O)c1ccc(N2C(=O)C(O)=C(C(C)=O)C2c2ccccc2)cc1 (centres undefined)	2%	11%	2%	1%	-1%	-23%	20%	2	0%	58%[activator]	-2%
CC(=O)c1ccc(N2CCN(C(=O)c3ccc(C(=O)c4ccccc4)cc3)CC2)cc1	13%	.	-19%	2%	4%	4%	.	-5	1%	.	.
CCOC(=O)C1CCN(c2ccc([N+](=O)[O-])cc2)CC1	-2%	2%	3%	0%	-1%	6%	-9%	25	-5%	-3%	0%
Cc1cc(OCCn2cnc3ccccc3c2=O)ccc1[N+](=O)[O-]	3%	22%	0%	10%	1%	5%	0%	-4	-10%	-28%	-1%
CC1OC(OC2C(Oc3c(-c4ccc(O)cc4)oc4cc(O)cc(O)c4c3=O)OC(COC3O[C@@H](C)[C@H](O)[C@@H](O)C3O)C(O)C2O)C(O)C(O)C1O (some centres undefined)	-1%	.	5%	-2%	-3%	33%	.	-22	2%	.	.
CC(C)[C@H](NC(=O)c1cc2cc(Cl)ccc2n1C)C(=O)N[C@@H](C(=O)O)c1ccccc1	3%	18%	-1%	0%	2%	-20%	-3%	29	-1%	23%	.
COC(=O)c1ccc(NC(=O)Cn2nc(-c3ccncc3)nc2SCC(=O)Nc2nccs2)cc1	2%	1%	5%	8%	-5%	-10%	-9%	1	-5%	.	-2%
CC1(c2ccc(OC(F)F)cc2)NC(=O)N(CC(=O)NC2CCCC2)C1=O (centres undefined)	-3%	.	3%	1%	-3%	-1%	.	3	-2%	.	.
COc1ccc(S(=O)(=O)N(C)C)cc1NC(=O)CCCSc1ccccc1	-2%	42%	-5%	-10%	2%	3%	-3%	27	15%	40%[activator]	-5%
COc1cccc(CNS(=O)(=O)c2cccc(S(=O)(=O)N3CCOCC3)c2)c1	-4%	22%	1%	-2%	-1%	-5%	?	13	0%	-1%	2%
Cc1cc(=O)[nH]c(SCC(=O)Nc2cc(S(=O)(=O)N(C)C)ccc2Cl)n1	0%	9%	?	-7%	-20%	12%	1%	-3	3%	-13%	7%
N#Cc1cccc(C(=O)Nc2cccc(S(=O)(=O)N3CCCC3)c2)c1	-5%	23%	1%	-10%	-2%	-12%	0%	-14	-13%	.	0%
COc1ccc(C(C(=O)NC2CCCC2)N(Cc2ccco2)C(=O)c2snc(C(N)=O)c2N)cc1OC (centres undefined)	0%	-6%	1%	-10%	0%	-24%	6%	-5	-3%	.	.
CSc1ccc(-c2cccc([N+](=O)[O-])c2)nn1	1%	11%	-17%	12%	15%	29%	-2%	-25	18%	4%	7%
O=C(O)c1cccc(CSc2nnc(COc3ccccc3)o2)c1	-1%	-31%	?	-1%	-4%	-40%	?	1	-21%	-2%	-2%
COc1ccccc1NCN1C(=O)CCC1=O	-4%	-12%	-2%	-1%	4%	3%	3%	1	5%	17%	9%
O=C(CSc1nc2[nH]ncc2c(=O)[nH]1)Nc1cccc(Cl)c1	1%	.	-3%	-1%	-5%	-10%	.	-6	-2%	.	.
COc1ccccc1-c1ccc(=O)n(CC(=O)Nc2ccc(C(=O)N3CCCC3)cc2)n1	-6%	-6%	1%	4%	0%	0%	-4%	-12	-7%	-6%	0%
O=C(OCc1ccc(Cl)cc1)c1ccccc1C(=O)c1ccccc1	3%	37%	-19%	-2%	3%	1%	-10%	-13	7%	10%	-2%
O=C(Nc1nc2n(n1)C(c1ccc(Cl)cc1)CC(c1ccc(Cl)cc1)N2)c1ccco1 (centres undefined)	-4%	3.2µM*	-8%	-24%	-5%	-70%	3.5µM*	0	-19%	-8%	2%
COC(=O)c1ccc(/C=N/NC(=O)CC(=O)NC(C)C)cc1	7%	3%	0%	2%	0%	14%	-1%	-6	0%	-2%	-11%
Cc1cc(C(=O)N2CCC(Cc3ccccc3)CC2)no1	8%	-11%	3%	-1%	1%	12%	-4%	6	-4%	.	-5%
